Bioassay records (PubChem BioAssay)
Myeloid diff 2: compounds promoting myeloid differentiation | ER-HoxA9 myeloid progenitors, lysozyme-GFP differentiation, flow cytometry | calls only at 10 µM | hit rate 1% among 360,000;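 active = normalized GFP-positive differentiation at or above the plate's own cutoff, the solvent-only control mean plus 3 SD; inconclusive = no clear call, values can overlap the other calls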;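 also: cells exposed to compound for four days before flow analysis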
Hep lipid drop: modulators of hepatic lipid droplet formation; AML12 mouse hepatocytes, oleate lipid droplets, BODIPY imaging; inhibition, % at 6.5 µM; hit rate 0.4% among 240,000;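 active = lipid droplet intensity inhibited by at least 50%, with more than 500 cells counted; inconclusive = wells with under 300 cells, treated as cytotoxic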
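Material: mouse AML12 hepatocyte cell line, fixed after treatment; Timing: compound with oleate, overnight; Technique: high-content imaging of BODIPY-stained droplets and DAPI nuclei; Probe or stimulus: oleate, 100 µM final; Dosing: compound at 6.5 µM only.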
UTI89 phage lysis: protection from phage-mediated lysis, alamar blue read-out – E. coli UTI89, K1F phage, bacterial capsule biogenesis inhibitors (AID 488966); hit rate 0.02% among 340,000; inhibition, % at 100 µM; hits with a dose series show IC50 in µM; E. coli UTI89 K1F phage lysis, alamar blue, 2 h; higher % means a stronger effect;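 active = phage lysis inhibition, versus mean bacterial control, above a set limit; inconclusive = no clear call, values can overlap the other calls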;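 also: capsule biogenesis inhibitors block K1F phage lysis so surviving cells raise fluorescence; higher fluorescence means more inhibition of phage lysis; actives were called in the ten point dose series up to 300 µM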
M1AAP inhibition: P. falciparum M1AAP inhibitors, biochemical, fluorogenic H-Leu-NHMec substrate, 1536-well (AID 1445). recombinant M1AAP, H-Leu-NHMec fluorogenic kinetic assay; higher % means a stronger effect. hit rate 0.42% among 220,000. inhibition, % at 30 µM; hits with a dose series show IC50 in µM;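 active = primary inhibition above the hit cutoff, then over 50% inhibition at one or more dose response concentrations, cut at about 23% in these data, passing the limit was not always enough; inconclusive = conflicting primary data, or primary hits not chosen for dose response; inactive = low primary inhibition, or under 50% at every dose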;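 also: plate controls were DMSO full reaction for no effect and no enzyme background for full effect; strong numbers were not always called active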
Hep lipid drop cells 6.5 µM: second read-out of Hep lipid drop, no call of its own (marks repeat the call); cell count; measured here: cell count, cytotoxicity flag;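 cells counted across two imaged fields per well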
Myeloid diff 2 GFP+ MAC1+ %: further read-out of Myeloid diff 2, marked with its call; GFP+ MAC1+ double positive, %; measured here: differentiation confirmed by MAC1 staining
* hit, by the source's call; i = inactive; ? = inconclusive; . = no result given; + = active, no number; [ ] = dose if it differs, or a comment. An excerpt. The share of hits here may be higher or lower than overall.

SMILES	Myeloid diff 2	Myeloid diff 2 GFP+ MAC1+ %	Hep lipid drop	UTI89 phage lysis	M1AAP inhibition	others
CCC1(C(=O)c2ccccc2)C2c3ccccc3OC(=O)C21C(C)=O (configuration not stated)	i	0.5	-14	.	1%	Hep lipid drop cells 6.5 µM=799
CCCCCCCCN=Cc1c(O)[nH]c(=O)[nH]c1=O	i	0.7	-8	.	-6%	Hep lipid drop cells 6.5 µM=742
Cc1cc(C=C2C(=O)N(C)C(=S)N(C)C2=O)c(C)n1-c1ccncc1	i	0.3	6	.	0%	Hep lipid drop cells 6.5 µM=726
COc1ccc(CCn2c(O)c(/C=N/N3CCOCC3)c(=O)[nH]c2=O)cc1OC	i	0.4	-17	.	7%	Hep lipid drop cells 6.5 µM=748
CCCCCCn1c(O)c(C=Nc2ccccc2N2CCOCC2)c(=O)[nH]c1=S	i	2.3	6	.	4%	Hep lipid drop cells 6.5 µM=759
CCN(CCO)c1ccc(N=Cc2c(O)n(C)c(=S)[nH]c2=O)cc1	i	1.1	11	.	4%	Hep lipid drop cells 6.5 µM=620
COC(=O)C(O)(c1ccc(NC(=O)c2cccs2)cc1)C(F)(F)F (configuration not stated)	i	0.1	-4	.	0%	Hep lipid drop cells 6.5 µM=706
CCN(CC)CCN/N=C(\C)c1c(O)[nH]c(=O)[nH]c1=O	i	1.3	5	.	7%	Hep lipid drop cells 6.5 µM=667
COc1ccc(C(=O)O/N=C(/C(N)=O)P(=O)(OC(C)C)OC(C)C)cc1	i	0.7	-7	.	2%	Hep lipid drop cells 6.5 µM=716
O=C(Nc1cccc(Br)c1)c1c(O)c2c(n(Cc3ccccc3)c1=O)CCCC2	+	1.3*	-1	.	2%	Hep lipid drop cells 6.5 µM=682
Cc1cc(C)c(-n2c(O)c(/C=N/NC(=O)c3ccncc3)c(=O)[nH]c2=O)c(C)c1	i	0.6	10	.	0%	Hep lipid drop cells 6.5 µM=692
OCC[n+]1c2ccccc2nc2ccc(N3CCOCC3)cc21	+	2.8*	0	.	7%	Hep lipid drop cells 6.5 µM=728
CCn1c(O)c(/C=N/NC(=O)c2ccccc2)c(=O)n(CC)c1=S	i	0.4	0	.	6%	Hep lipid drop cells 6.5 µM=648
Cc1nc2ccccc2c(=O)n1-c1ccc(Br)cn1	i	1.1	0	.	4%	Hep lipid drop cells 6.5 µM=700
CCN1C(=O)N(CC)C(=O)C2(Cc3ccccc3N3CCN(c4ccccc4)CC32)C1=O (configuration not stated)	i	0.9	-10	.	-3%	Hep lipid drop cells 6.5 µM=703

12 neighbouring compounds from above, for reference:
SMILES	Myeloid diff 2	Myeloid diff 2 GFP+ MAC1+ %	Hep lipid drop	UTI89 phage lysis	M1AAP inhibition	others
COc1ccc(CCn2c(O)c(/C=N/N3CCOCC3)c(=O)[nH]c2=O)cc1OC	i	0.4	-17	.	7%	Hep lipid drop cells 6.5 µM=748
CCCCCCn1c(O)c(C=Nc2ccccc2N2CCOCC2)c(=O)[nH]c1=S	i	2.3	6	.	4%	Hep lipid drop cells 6.5 µM=759
CCN(CCO)c1ccc(N=Cc2c(O)n(C)c(=S)[nH]c2=O)cc1	i	1.1	11	.	4%	Hep lipid drop cells 6.5 µM=620
COC(=O)C(O)(c1ccc(NC(=O)c2cccs2)cc1)C(F)(F)F (configuration not stated)	i	0.1	-4	.	0%	Hep lipid drop cells 6.5 µM=706
CCN(CC)CCN/N=C(\C)c1c(O)[nH]c(=O)[nH]c1=O	i	1.3	5	.	7%	Hep lipid drop cells 6.5 µM=667
COc1ccc(C(=O)O/N=C(/C(N)=O)P(=O)(OC(C)C)OC(C)C)cc1	i	0.7	-7	.	2%	Hep lipid drop cells 6.5 µM=716
O=C(Nc1cccc(Br)c1)c1c(O)c2c(n(Cc3ccccc3)c1=O)CCCC2	+	1.3*	-1	.	2%	Hep lipid drop cells 6.5 µM=682
Cc1cc(C)c(-n2c(O)c(/C=N/NC(=O)c3ccncc3)c(=O)[nH]c2=O)c(C)c1	i	0.6	10	.	0%	Hep lipid drop cells 6.5 µM=692
OCC[n+]1c2ccccc2nc2ccc(N3CCOCC3)cc21	+	2.8*	0	.	7%	Hep lipid drop cells 6.5 µM=728
CCn1c(O)c(/C=N/NC(=O)c2ccccc2)c(=O)n(CC)c1=S	i	0.4	0	.	6%	Hep lipid drop cells 6.5 µM=648
Cc1nc2ccccc2c(=O)n1-c1ccc(Br)cn1	i	1.1	0	.	4%	Hep lipid drop cells 6.5 µM=700
CCN1C(=O)N(CC)C(=O)C2(Cc3ccccc3N3CCN(c4ccccc4)CC32)C1=O (configuration not stated)	i	0.9	-10	.	-3%	Hep lipid drop cells 6.5 µM=703

(list continues)
SMILES	Myeloid diff 2	Myeloid diff 2 GFP+ MAC1+ %	Hep lipid drop	UTI89 phage lysis	M1AAP inhibition	others
C=CC1CN2CCC1CC2C(O)c1ccnc2ccccc12 (configuration not stated)	i	2.9	.	-2.6%	.
CCOC(=O)[C@]12Cc3cc(N(C)C)ccc3[C@H]1N(Cc1ccccc1)C(=O)c1ccccc12	i	0.6	.	1.2%	.
C1CCC2CCCCC2C1 (configuration not stated)	i	1.7	.	-1.2%	.
CCCN(CCC)C1Cc2cc(OC)c(OC)cc2C1	i	1.6	.	2.5%	.
COC(C)(C)CCCC(C)C/C=C/C(C)=C/C(=O)OC(C)C (configuration not stated)	i	0.9	.	-0.9%	.
CCCN1CCC[C@@H](c2cccc(O)c2)C1	i	2.7	.	3.9%	.
C[C@]12CCC3[C@@H](CC[C@@H]4C[C@H](O)CC[C@]34C)[C@@H]1CCC2=O (some centres not stated)	i	2.1	.	0.8%	.
Cc1ccc(-c2nc3ccc(C)cn3c2CC(=O)N(C)C)cc1	i	4.1	.	3.7%	.
O=C1CC23c4ccccc4N4C(=O)CC5OCC=C6CN1C2CC6C5C43 (configuration not stated)	i	0.4	.	2.5%	.
CCN1C[C@]2(COC)CC[C@H](OC)[C@@]34C5C[C@H]6C(=O)C5[C@](O)(C[C@H]6OC)[C@@](O)(C(OC)C23)[C@@H]14 (some centres not stated)	i	2.5	.	2.5%	.
OCC1CN1C1CCCCC1 (configuration not stated)	i	1.5	.	1.4%	.
COc1ccccc1-n1c(/C=C/c2ccc(O)cc2)nc2ccccc2c1=O	i	0.1	.	0.5%	.
O=[N+]([O-])c1ccc(OP(=O)(O)Oc2ccc([N+](=O)[O-])cc2)cc1	i	1.5	.	-2.3%	.
Cc1ccc(N)cc1C	i	1.5	.	-1.1%	.
COCOC1CCC2C3CCC4=CC(=O)CCC4=C3C=CC12C (configuration not stated)	i	1.4	.	0.1%	.
CC(=O)O[C@H]1[C@H]2O[C@]23[C@@H]2CC[C@]4(O)C[C@@H](O)CC[C@]4(C)C2CC[C@]3(C)[C@H]1c1ccc(=O)oc1 (some centres not stated)	i	1.7	.	-1.2%	.
CCC(=O)Nc1ccc(Cl)c(Cl)c1	i	2.5	.	-4.3%	.
COC(=O)C1=C(c2ccccc2OCc2ccccc2)C[C@@H]2CC[C@H]1N2C(=O)NCc1ccc(C(F)(F)F)cc1	i	1.1	.	0.5%	.
COC(=O)C1=C(c2ccccc2OCc2ccccc2)C[C@@H]2CC[C@H]1N2C(=O)NCCCOC(C)C	i	0.4	.	0.1%	.
CCOCN(C(=O)CCl)c1c(C)cccc1CC	i	1.0	.	1.3%[50 µM]	.
CC(=O)O/C(=C1\CC2C3CC=C4CC(OC(C)=O)CCC4(C)C3CCC2(C)C1=O)C(F)(F)F (configuration not stated)	i	2.6	.	-0.5%	.
CC=C(CC)C1(CCC)C(=O)NC(=S)NC1=O	i	0.8	.	2.3%	.
c1ccc2c(c1)-c1cccc3cccc-2c13	i	2.4	.	-0.8%	.
COc1cc(C2c3cc4c(cc3CC3COC(=O)C32)OCO4)cc(OC)c1OC (configuration not stated)	?	.	.	-0.3%	.
COC(=O)C1=C(C(=O)OC)SC2(S1)C(C(=O)OC)=C(C(=O)OC)Sc1c2ssc1=O	?	.	.	-0.8%	.
N#C/C=C/C#N	i	1.3	.	-0.8%	.
CC1CN1P(=S)(c1ccccc1)N1CC1C (configuration not stated)	i	1.0	.	0.8%	.
CC(C)(C)C(=O)O[C@H]1CC[C@@]2(C)C(=CC(=O)C3C2CC[C@]2(C)C(=O)CCC32)C1 (some centres not stated)	i	0.9	.	2.4%	.
CCC1(O)CCC2C3CCC4=CC(=O)CCC4C3CCC21CC (configuration not stated)	i	0.6	.	4.6%	.
COC(=O)C1=C(c2ccc(F)cc2OCc2ccccc2)C[C@@H]2CC[C@H]1N2C(=O)NCCOc1ccccc1Cl	i	1.3	.	0.1%	.
CC[C@H]1C2C[C@H]3[C@@H]4N(C)c5ccccc5C45C[C@H](C2[C@H]5O)N3[C@@H]1O (some centres not stated)	i	1.5	.	3.6%	.
CCC1CO/C(=C(\C(Cl)=C(Cl)Cl)[N+](=O)[O-])N1Cc1ccc(Cl)nc1 (configuration not stated)	i	1.0	.	-0.1%	.
CCCN(CCC)C1CCc2cccc(O)c2C1 (configuration not stated)	i	2.2	.	1.4%	.
COc1ccc2[nH]c(C)c(CCNCc3cc(OC)c4c(c3)OCO4)c2c1	i	0.7	.	0.2%[50 µM]	.
COc1ccc(CN2Cc3cnnn3-c3ccccc3C2C#N)cc1 (configuration not stated)	?	.	.	0.6%	.
COc1ccc(Cl)cc1N=Cc1c(O)n(C)c(=O)n(C)c1=O	i	0.3	.	0.4%	.
CCOC(=O)[C@]12Cc3c(cc(OC)c(OC)c3OC)[C@H]1N(Cc1ccccc1)C(=O)c1ccccc12	i	1.8	.	0.7%	.
Ic1ccccc1CN[C@@H]1C2CCN(CC2)[C@@H]1C(c1ccccc1)c1ccccc1	?	.	.	2.8%	.
O=C1NC(=O)C(C2CCCCCC2)C(=O)N1	i	1.2	.	0.0%	.
COC(=O)C1=C(c2cccc(OC)c2OC)C[C@@H]2CC[C@H]1N2C(=O)NCCNC(C)=O	i	2.1	.	0.7%	.
COc1ccc(C(=O)O)cc1OC	i	1.0	.	2.3%	.
S=P(N1CCOCC1)(N1CC1)N1CC1	?	.	.	-1.8%	.
COC(=O)C1=C(c2c(C)noc2C)C[C@@H]2CC[C@H]1N2C(=O)NCc1ccc(C(F)(F)F)cc1	i	1.4	.	1.8%	.
CC(=O)O[C@H]1CC[C@@]2(C)[C@H](C1)C(=O)C[C@H]1[C@@H]3CC[C@@H]4[C@@H](CN5C[C@@H](C)CC[C@H]5[C@@]4(C)O)[C@@H]3C[C@@H]12	i	0.5	.	0.3%	.
COC(=O)C1=C(c2ccc(C(C)=O)cc2)C[C@@H]2CC[C@H]1N2C(=O)NCc1ccco1	i	0.9	.	-5.2%	.
O=Cc1cn(Cc2c(F)cccc2Cl)nc1-c1ccccc1	i	0.3	.	2.9%	.
COC(=O)CC(=O)c1ccc2c(c1)OCO2	i	1.7	.	0.2%	.
C[C@]12CCC3C(CC[C@@H]4C[C@@H](O)CC[C@]34C)C1CC[C@@H]2O (some centres not stated)	i	0.9	.	2.1%	.
COC(=O)C1=C(c2ccc(F)cc2F)C[C@@H]2CC[C@H]1N2C(=O)NCCOc1ccccc1Cl	i	2.5	.	-0.4%	.
C=C(C)C(Cc1c(OC)ccc(C(=O)/C=C/c2ccc(O)cc2)c1O)OO (configuration not stated)	i	15	.	-1.6%	.
CCC(c1ccc(C)cc1)N1C(=O)C2C3CCC(O3)C2C1=O (configuration not stated)	i	0.4	.	0.7%[50 µM]	.
CC(CC(C#N)(c1ccccc1)c1ccccc1)N1CCOCC1 (configuration not stated)	i	0.8	.	1.1%	.
COC(=O)C1=C(c2c(C)noc2C)C[C@@H]2CC[C@H]1N2C(=O)NCCOc1ccccc1	i	1.3	.	2.7%	.
COC(=O)C1=C(c2cc3ccccc3s2)C[C@@H]2CC[C@H]1N2C(=O)NCCO	i	4.1	.	0.0%	.
C[C@]12CC[C@@H](O)CC1=CCC1C2CC[C@]2(C)C(=O)[C@H](F)CC12 (some centres not stated)	i	2.0	.	5.8%	.
CC1CN(c2ccccn2)C(C)CN1C(=O)C(O)(c1ccccc1)c1ccccc1 (configuration not stated)	i	0.4	.	-1.4%	.
COC(=O)C1=C(c2cccc(OCc3ccccc3)c2)C[C@@H]2CC[C@H]1N2C(=O)NCc1ccc(N(C)C)cc1	+	6.7*	.	4.1%	.
COC1=CC(=O)OC(CCc2ccc3c(c2)OCO3)C1 (configuration not stated)	i	2.3	.	3.4%	.
COC(=O)C1=C(c2cc3ccccc3o2)C[C@@H]2CC[C@H]1N2C(=O)NCc1ccc(C(F)(F)F)cc1	i	2.5	.	0.9%	.
